Abs 340nm: compounds absorbing at 340 nm. compound absorbance at 340 nm, fold over control. fold change at 10 µM. 65,000 tested, under 10 active. AID 708;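 active means at 10 µM dose, initial 340 nm absorbance at least 2 fold that of control wells; inactive means change under 2 fold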;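 further: initial absorbance extrapolated from kinetic A340 decline of NADH oxidation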
Her2 expr inh: lowers expression of human Her2 kinase. P04626. SKBR-3 HER2 protein level, AlphaScreen, 18-24 h; active compounds read low. HER2 level % of control, % at 10 µM. 65,000 tested, 0.69% active. AID 645;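 active means HER2 level under 5% of the carrier-only control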;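 further: 100% = DMSO carrier and 0% = 500 nM PU-H71 HSP90 inhibitor; lower value means stronger loss of Her2 protein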
Target sequence (P04626 whole entry, looked up): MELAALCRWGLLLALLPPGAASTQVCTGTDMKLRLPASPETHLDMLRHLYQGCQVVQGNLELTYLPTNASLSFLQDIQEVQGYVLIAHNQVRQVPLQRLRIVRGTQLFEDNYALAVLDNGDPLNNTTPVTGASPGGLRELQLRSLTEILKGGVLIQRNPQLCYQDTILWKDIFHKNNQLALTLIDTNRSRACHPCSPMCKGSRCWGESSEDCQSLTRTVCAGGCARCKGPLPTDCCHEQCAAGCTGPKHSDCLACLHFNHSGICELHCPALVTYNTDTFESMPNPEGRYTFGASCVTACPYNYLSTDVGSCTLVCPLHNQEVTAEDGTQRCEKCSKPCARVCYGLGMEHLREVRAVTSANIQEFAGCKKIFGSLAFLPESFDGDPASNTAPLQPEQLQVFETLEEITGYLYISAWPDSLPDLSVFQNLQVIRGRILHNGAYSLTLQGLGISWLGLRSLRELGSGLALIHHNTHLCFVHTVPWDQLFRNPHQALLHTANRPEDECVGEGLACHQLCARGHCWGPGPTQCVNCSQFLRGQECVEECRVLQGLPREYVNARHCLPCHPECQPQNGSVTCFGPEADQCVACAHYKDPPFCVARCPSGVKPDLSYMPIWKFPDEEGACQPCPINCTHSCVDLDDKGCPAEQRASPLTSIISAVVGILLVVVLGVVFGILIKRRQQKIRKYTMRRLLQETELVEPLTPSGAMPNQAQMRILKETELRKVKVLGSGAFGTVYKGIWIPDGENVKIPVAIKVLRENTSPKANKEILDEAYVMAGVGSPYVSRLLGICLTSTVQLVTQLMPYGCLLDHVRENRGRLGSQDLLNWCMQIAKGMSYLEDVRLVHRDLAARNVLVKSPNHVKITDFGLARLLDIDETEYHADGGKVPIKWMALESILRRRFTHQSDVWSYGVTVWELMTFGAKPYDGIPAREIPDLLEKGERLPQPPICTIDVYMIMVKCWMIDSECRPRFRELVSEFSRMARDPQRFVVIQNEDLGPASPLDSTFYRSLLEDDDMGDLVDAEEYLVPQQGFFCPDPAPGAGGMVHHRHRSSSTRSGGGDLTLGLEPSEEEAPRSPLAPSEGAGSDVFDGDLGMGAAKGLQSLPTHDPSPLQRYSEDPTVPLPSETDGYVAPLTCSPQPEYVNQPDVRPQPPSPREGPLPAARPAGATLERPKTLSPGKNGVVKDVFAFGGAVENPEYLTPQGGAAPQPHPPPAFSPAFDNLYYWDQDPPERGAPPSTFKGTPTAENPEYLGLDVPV
MKP-1 inh: blocks human MKP-1 phosphatase activity | 65,000 tested, 0.15% active | inhibition, %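 (compounds tested at a single concentration somewhere between 10 and 100 µM)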 | AID 374 | recombinant MKP-1, OMFP hydrolysis fluorescence;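 active means inhibition above about 50%, limit read from the data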;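 further: 0% = DMSO max control wells and 100% = wells with enzyme stopped by NaOH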
Autofluor 339: intrinsic fluorescence of library compounds, ex339/em460 – biochemical, MLSMR library, data from DPM-DC assay, artefact control, profiling panel | 65,000 tested, 5.5% active | AID 709 | fluorescence fold increase at 10 µM | compound autofluorescence, ex339/em460 nm, NADH buffer; active compounds read high; 1 = no-compound wells, NADH background;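 active means at 10 µM, mean starting fluorescence two-fold or more over control wells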;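 further: signal is the first read of a kinetic run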
ROCK2 blocker: inhibitors of human Rho kinase 2; 60,000 tested, 0.35% active; inhibition, % at 6 µM; AID 604; O75116; purified ROCK2, Kinase-Glo ATP depletion luminescence;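 active means inhibition above the screen-wide mean inhibition plus 3 SD, cut at about 18% in these data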;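 further: plate controls were DMSO wells for no effect and Y-27632 control wells after no-enzyme background subtraction for full effect; many of its hits are not listed in these tables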
JNK3 blocker: JNK3 (human) kinase inhibition. purified JNK3 kinase activity, HTS. inhibition, % at 8 µM. 60,000 tested, 0.61% active; in the data active means inhibition above about 17%;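 further: 0% = DMSO and 100% = reference inhibitor; many of its hits are not listed in these tables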
Cdc25B inh: human M-phase inducer phosphatase 2 inhibition | P30305 | recombinant Cdc25B, OMFP fluorescence Ex485/Em525 | inhibition, %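 (compounds tested at 10 µM final in the well)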 | 65,000 tested, 0.1% active | AID 368; in the data active means inhibition above about 50%
Hsp90 block: displaces geldanamycin probe from tumor Hsp90. NCI-N417 lysate Hsp90, Cy3B-geldanamycin FP displacement. P07900. inhibition, % at 30 µM. 64,000 tested, 0.35% active. AID 429;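 active means inhibition above 50%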;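 further: 0% = tracer plus lysate wells and 100% = tracer alone without lysate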
PKA kinase inh: blocks human protein kinase A activity; P17612; PKA Kemptide phosphorylation, Kinase-Glo ATP luminescence; inhibition, % at 6 µM; 65,000 tested, 0.1% active;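 active means inhibition above the screen-wide mean inhibition plus 3 SD, cut at about 21% in these data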; further: many of its hits are not listed in these tables
* marks the source's active call; other numbers are inactive results; / = not tested or not shown. Some of the compounds tested; the hit share may differ from the screen's.

SMILES | Abs 340nm | Her2 expr inh | MKP-1 inh | Autofluor 339 | ROCK2 blocker | JNK3 blocker | Cdc25B inh | Hsp90 block | PKA kinase inh
CC(C)CCNC(=O)NC(=O)CSc1nnc(-c2ccccc2Br)o1 | 1 | 147 | 12 | 1.1 | 1 | 5 | -8 | -4 | 2
O=C(Nc1ccc(Nc2ccccc2)cc1)c1ccco1 | 1.2 | 106 | -6 | 1.1 | 3 | -11 | 7 | 34 | 0
COc1ccc(-c2nnc3ccc(SCC(N)=O)nn23)cc1OC | 1 | 84 | 17 | 0.99 | -1 | -3 | -9 | 3 | -2
CCn1cc(/C=N/O)c(C)n1 | 1 | 151 | -17 | 1 | 2 | -9 | 7 | -2 | -3
Cc1ccc2[nH]c3c(=O)n(CCCN4CCN(C)CC4)cnc3c2c1 | 0.99 | 109 | -3 | 2.1* | -3 | 0 | 6 | -5 | 2
Cc1nc(SCC(=O)CC(=O)OC(C)C)c(C#N)c(C)c1C | 1 | 78 | -10 | 1.3 | 3 | 2 | -4 | -7 | 7
Nc1nc(N)c2sc3nc4c(cc3c2n1)CCC4 | 1.1 | 90 | 26 | 3.2* | 13 | -1 | 3 | -8 | 12
COc1cc(C2=NOC(C(=O)Nc3ccc(C(C)=O)cc3)C2)cc(OC)c1OC (stereo not drawn) | 1.1 | 167 | 6 | 1.1 | 2 | 0 | 7 | 1 | 3
O=C(Nc1cc(C(F)(F)F)ccc1N1CCOCC1)c1ccco1 | 1 | 92 | 3 | 1.1 | 1 | 10 | 5 | -1 | 2
Cc1ccc(-n2nnnc2SC(C)C(N)=O)c(C)c1 (stereo not drawn) | 0.99 | 84 | 27 | 1.1 | 0 | -6 | 8 | -1 | -4
CCCOc1ccccc1C(=O)N(Cc1ccco1)C1CCS(=O)(=O)C1 (stereo not drawn) | 0.96 | 103 | 20 | 1.1 | 2 | 0 | -25 | 0 | 0
Cc1ccc(NC(=O)CN(C)S(=O)(=O)c2cccs2)cc1F | 1.1 | 75 | 8 | 1.1 | / | / | -4 | 0 | 0
CCOC(=O)C1=C(C)NC(SCC(=O)OC)=C(C#N)C1c1ccc(C(=O)OC)cc1 (stereo not drawn) | 1 | 113 | 7 | 1.2 | -1 | -2 | -20 | 2 | 11
COCCCn1c2nc3ccccc3nc2c2c(=O)n(-c3ccccc3OC)c(C)nc21 | 1 | 111 | -11 | 1.9 | 4 | 4 | 22 | 20 | -1
CC(C)(C)NC(=O)C(c1ccccc1F)N(Cc1ccco1)C(=O)c1csnn1 (stereo not drawn) | 1 | 106 | 1 | 1 | -1 | 1 | 0 | 0 | 1
Cc1ccc2oc(=O)c3cnn(CC(=O)Nc4ccccc4N4CCN(C)CC4)c3c2c1 | 1.1 | 72 | 5 | 1 | -8 | -5 | -3 | 1 | 4
CN(C)CCCOC(=O)Cc1ccc(Cl)cc1 | 1 | 95 | 15 | 1.1 | -10 | -6 | -1 | -1 | -6
CC(C)OC(=O)CSc1nnc(-c2cnccn2)n1-c1ccccc1 | 1.1 | 100 | 2 | 1.1 | 4 | -2 | -2 | 3 | 0
COc1ccc(N2C(=O)CCC(C(=O)N(C)C3CCCCC3)C2c2ccc(OC)c(OC)c2)cc1 (stereo not drawn) | 1.1 | 155 | 14 | 1.1 | / | / | -3 | / | -1
COc1ccc(-n2c(SCC(=O)Nc3nccs3)nc3c(c2=O)SCC3)cc1 | 1.1 | 58 | 7 | 1 | -3 | -8 | -16 | -6 | 2
Cn1c(NC(=O)c2ccccc2Br)cc(=O)n(C)c1=O | 1 | 82 | 8 | 1.1 | 6 | 2 | -14 | -3 | 5
COc1cccc(C(=O)Cn2c(N3CCCCC3)nc3c2c(=O)n(C)c(=O)n3C)c1 | 1 | 92 | -2 | 1.1 | 6 | -2 | -1 | -6 | 7
CC(=O)Nc1ccc(S(=O)(=O)Nc2c(C)n(C)n(-c3ccccc3)c2=O)cc1 | 1 | 81 | 11 | 1.1 | 5 | -2 | -3 | -2 | 9
COc1ccc(C2/C(=C(/O)c3ccccc3)C(=O)C(=O)N2C)cc1 (stereo not drawn) | 1.1 | 91 | 5 | 1 | 2 | 2 | 8 | -4 | 5
COc1ccc2c(c1)C(=O)N(c1ccccc1OC)C(=O)C2 | 0.99 | 82 | 1 | 1 | 2 | -1 | -6 | -4 | 3
COC(=O)COc1ccc(S(=O)(=O)Nc2ccc(NC(C)=O)cc2)cc1 | 1.1 | 150 | -4 | 1.1 | 6 | 2 | -4 | -3 | 6
O=C(NCCCN1CCOCC1)c1cccs1 | 1.1 | 97 | 3 | 1.1 | 5 | 2 | 0 | -1 | 5
COc1cc(OC)cc(C(=O)NCC2CCCO2)c1 (stereo not drawn) | 1 | 96 | 1 | 1 | 1 | 3 | -7 | 6 | 7
Cc1nnc(SCC(=O)N(C)Cc2ccccc2)[nH]c1=O | 0.99 | 144 | 3 | 1.1 | 0 | -1 | -23 | -4 | 8
COc1ccc(C2C(C(=O)OC3CCCCC3)=C(C)Nc3nnnn32)c(OC)c1OC (stereo not drawn) | 1 | 44 | 31 | 1.1 | / | / | -5 | -3 | 5
Cn1nnnc1SCc1nc2ccccc2s1 | 1 | 118 | 2 | 1.1 | 4 | 0 | -10 | -3 | 8
CC(C)(C)n1nnnc1C(c1ccncc1)N1CCCCCC1 (stereo not drawn) | 1 | 188 | -1 | 0.99 | 5 | 1 | -4 | 2 | 7
COc1ccc(C)cc1-n1c(-c2ccncc2)n[nH]c1=S | 1.1 | / | 6 | 1.1 | 5 | 11 | 0 | -2 | 8
c1ccc(-c2nc3c4ccccc4nc(N4CCN(c5ccccn5)CC4)n3n2)cc1 | 0.99 | 46 | 14 | 1.6 | 8 | 0 | -8 | -4 | 10
Cc1nn2c(c1-c1ccccc1)N=C(c1ccco1)CC2c1ccccc1 (stereo not drawn) | 1.1 | 60 | -4 | 1.1 | 6 | 4 | 7 | -24 | 7
CC(C)Cc1ccc(S(=O)(=O)N2CCN(C(=O)c3ccco3)CC2)cc1 | 1 | 80 | 2 | 1.1 | 8 | -3 | -16 | -1 | 7

3 compounds picked at random from the list so far:
SMILES | Abs 340nm | Her2 expr inh | MKP-1 inh | Autofluor 339 | ROCK2 blocker | JNK3 blocker | Cdc25B inh | Hsp90 block | PKA kinase inh
Cc1nc(SCC(=O)CC(=O)OC(C)C)c(C#N)c(C)c1C | 1 | 78 | -10 | 1.3 | 3 | 2 | -4 | -7 | 7
Cc1nn2c(c1-c1ccccc1)N=C(c1ccco1)CC2c1ccccc1 (stereo not drawn) | 1.1 | 60 | -4 | 1.1 | 6 | 4 | 7 | -24 | 7
CC(C)(C)NC(=O)C(c1ccccc1F)N(Cc1ccco1)C(=O)c1csnn1 (stereo not drawn) | 1 | 106 | 1 | 1 | -1 | 1 | 0 | 0 | 1

The list goes on:
SMILES | Abs 340nm | Her2 expr inh | MKP-1 inh | Autofluor 339 | ROCK2 blocker | JNK3 blocker | Cdc25B inh | Hsp90 block | PKA kinase inh
Cc1ccc(-n2c3c(cc(C(=O)Nc4cccc(C)n4)c2=O)C(=O)CCC3)cc1 | 1.1 | 85 | 15 | 1.1 | -2 | 9 | 11 | 0 | 9
CCC(=NC1CC(C)(C)NC(C)(C)C1)C1=C(O)CC(C)(C)CC1=O | 1 | 76 | -4 | 1 | 3 | -6 | -3 | 2 | 4
O=C(CSc1nc2ccccc2[nH]1)NCc1ccco1 | 1 | 125 | 2 | 1.1 | 6 | 1 | -7 | -3 | 7
Cc1ccc(C(=O)NC2CCS(=O)(=O)C2)cc1S(=O)(=O)N1CCCCC1 (stereo not drawn) | 1.1 | 95 | -2 | 1.1 | 5 | -1 | -10 | -4 | 6
O=C1CCCC2=C1C(c1ccccc1)CC(=O)N2c1ccccc1 (stereo not drawn) | 1 | 92 | -10 | 1.1 | 2 | 2 | -12 | -1 | 11
CC(C)Oc1cc2oc(=O)c3c(c2cc1Cl)CCC3 | 1.1 | 87 | 0 | 2.3* | 1 | -10 | -5 | -15 | -3
CCN(CC(=O)NC1CCCC1)S(=O)(=O)c1ccc(C)cc1 | 1.1 | 75 | -2 | 1 | -2 | -8 | -4 | -2 | -5
COc1ccc(C(=O)Nc2ccc(S(=O)(=O)Nc3cc(C)nc(C)n3)cc2)c(OC)c1 | 1.1 | 61 | 23 | 1.1 | -3 | 6 | 6 | -1 | -8
O=C(CCN1CCc2ccccc2CC1)c1ccc2c(c1)OCCO2 | 1 | 92 | -27 | 1.1 | 6 | 0 | 11 | -1 | 0
CCc1nc(N)c(C#N)c(-c2ccc(OC)c(OC)c2)c1C | 1 | 100 | -12 | 1.3 | 0 | -9 | 12 | 1 | 4
Cc1ccc(C)c2[nH]c(=O)c(CN(Cc3ccc4c(c3)OCO4)Cc3nnnn3Cc3ccco3)cc12 | 1 | 76 | 27 | 1.2 | -2 | 5 | -2 | -1 | -3
O=C(CN1C(=O)CNC1=O)Nc1cccc(C(F)(F)F)c1 | 1 | 95 | -6 | 1 | 7 | 0 | -14 | -10 | 11
Cc1nc2nc(-c3cccnc3)nn2c(C)c1Cl | 1 | 78 | -8 | 1 | 1 | -3 | 2 | -3 | -3
O=C(NCCc1ccccc1)C1CC(=O)N(C2CCCCCC2)C1 (stereo not drawn) | 1.1 | 114 | 10 | 1.1 | 4 | 5 | -13 | -2 | 10
OCCn1c(CSc2nc3ccccc3n2CCO)nc2ccccc21 | 1 | 110 | 0 | 1.2 | 1 | 1 | -5 | 3 | -2
O=C(N1CCOCC1)N1CCCC(c2nc(-c3cccs3)no2)C1 (stereo not drawn) | 0.99 | 131 | 1 | 1.1 | 2 | -3 | -12 | 3 | -1
COc1cc(C2C3C(C)N(C)C(=O)N(C)C3N(C)C(=O)N2C)ccc1O (stereo not drawn) | 1 | 147 | 18 | 1.1 | -9 | -8 | 1 | -1 | -15
CCCCCOC(=O)Cn1c(N2CCCCCC2)nc2c1c(=O)[nH]c(=O)n2C | 1 | 127 | 27 | 1.1 | 10 | -3 | -19 | -2 | 4
Cc1c(C2(O)C(=O)Nc3ccc(F)cc32)c(=O)n(-c2ccccc2)n1C (stereo not drawn) | 1.1 | 103 | -3 | 1.1 | 9 | 2 | -1 | -6 | 7
COc1ccc(-n2nnnc2S(=O)(=O)Cc2ccc(C(=O)O)cc2)cc1 | 1 | 36 | -7 | 1.1 | 2 | -3 | -5 | -3 | -4
CCOC(=O)Cc1csc(NC(=O)c2c(-c3c(F)cccc3Cl)noc2C)n1 | 1.1 | 79 | 8 | 1.1 | 4 | -7 | -8 | -5 | 2
N#Cc1ccc(CN2CCN(C(=O)c3ccccc3)CC2)c(Cl)c1 | 1 | 148 | -18 | 1 | 2 | -2 | 1 | 1 | 5
Nc1nc2sc3c(c2c(=O)s1)CCCC3 | 0.99 | 102 | -7 | 0.96 | 3 | 15 | -12 | -2 | 2
COCCCNC(=O)CS(=O)Cc1nc(-c2cccc(OC)c2)oc1C (stereo not drawn) | 1 | 104 | 18 | 1.1 | 0 | -4 | -1 | -2 | 6
Cc1cccc(C)c1NS(=O)(=O)c1c(C)[nH]c(=O)[nH]c1=O | 1 | 84 | 8 | 1.2 | 2 | -3 | -4 | -1 | 1
CCc1c(C(=O)Nc2ccc(OC)c(Cl)c2)[nH]c(C)c1C(C)=O | 1 | 61 | 4 | 1.1 | 6 | -2 | 2 | -2 | 16
O=C(CCCC(=O)N1CCN(c2ccccc2F)CC1)N1CCN(c2ccccc2F)CC1 | 1 | 88 | 34 | 1.1 | -6 | -1 | -8 | -2 | -5
COc1ccc(C2NC(=O)NC3=C2CCc2ccccc23)cc1 (stereo not drawn) | 1.1 | 34 | 18 | 3.8* | 5 | 2 | -5 | 24 | 8
CCOC(=O)N1CCN(C2=CC(=O)OC23CCCCC3)CC1 | 0.97 | 103 | 19 | 1.1 | -1 | -4 | 2 | -1 | -3
CC(=O)Nc1ccc(S(=O)(=O)NCCc2cc3c(C)ccc(C)c3[nH]c2=O)cc1 | 1 | 99 | 5 | 1.1 | 3 | 10 | 9 | 0 | -1

Bioassay records as filed in PubChem.
